M. tuberculosis GlmU: inhibition of mycobacterial GlmU enzyme – biochemical, glucosamine-1-phosphate acetyltransferase (AID 1376). M. tuberculosis GlmU acetyltransferase enzyme assay; higher % means a stronger effect. 220,000 compounds, 0.25% hits. one-dose inhibition, %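 (tested at 30 µM in the primary screen)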; IC50 in µM for titrated hits; in the data active = inhibition above about 13%;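 note: 0% = complete reaction with vehicle and 100% = reaction without substrate; strong numbers were not always called active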
Mtb RmlCD inh: M. tuberculosis RmlC/RmlD inhibition; P9WH09+P9WH11; RmlC+RmlD coupled enzyme assay, percent inhibition; primary screen in compound mixtures; inhibition, % at 3.6 µM; 160,000 compounds, 0.03% hits; AID 1533; in the data active = inhibition mostly above about 34%, no sharp cut-off; note: some results filed as inactive read as strong as hits
Target sequence (P9WH09 whole entry, looked up): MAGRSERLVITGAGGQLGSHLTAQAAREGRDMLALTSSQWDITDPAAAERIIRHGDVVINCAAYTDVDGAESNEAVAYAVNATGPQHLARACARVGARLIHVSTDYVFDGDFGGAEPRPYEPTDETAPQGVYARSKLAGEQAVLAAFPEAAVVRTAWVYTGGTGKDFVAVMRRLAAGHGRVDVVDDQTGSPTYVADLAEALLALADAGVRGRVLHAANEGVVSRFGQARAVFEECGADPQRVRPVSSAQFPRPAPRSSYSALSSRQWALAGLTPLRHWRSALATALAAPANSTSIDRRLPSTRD
Target sequence (P9WH11 whole entry, looked up): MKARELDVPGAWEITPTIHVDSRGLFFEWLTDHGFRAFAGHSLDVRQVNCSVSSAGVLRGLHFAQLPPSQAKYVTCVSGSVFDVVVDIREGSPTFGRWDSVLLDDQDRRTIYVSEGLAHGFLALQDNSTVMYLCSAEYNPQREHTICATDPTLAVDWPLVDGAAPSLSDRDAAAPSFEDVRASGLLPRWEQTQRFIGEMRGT
Active calls of the source: *; x = not tested or not shown. This is a subset (hit frequency here may not be typical).

canonical_smiles	Mtb RmlCD inh	M. tuberculosis GlmU
CCOCCCNC(=O)C(c1ccc(Cl)cc1)N(Cc1cccs1)C(=O)c1ccccn1 (stereo not drawn)	0	-2.2%
Cc1nn(C)c(C)c1S(=O)(=O)N1CCC(C(=O)NC2CCCc3ccccc32)CC1 (stereo not drawn)	x	7.8%
CCOc1nc(-c2ccccc2)ccc1-c1noc(COC)n1	-8	1.5%
CC1=N/C(=C\c2ccc([N+](=O)[O-])cc2)C(=O)N1c1ccc(Cl)cc1	x	-1.5%
CN1CCN(C(=O)C2=C[C@H](c3coc4ccccc4c3=O)C[C@H](OCc3ccc(CO)cc3)O2)CC1	x	-0.4%
O=C(Nc1nccs1)C1CCN(S(=O)(=O)c2ccc3c(c2)OCCCO3)CC1	11	0.4%
c1ccc2c(c1)nc(N1CCN(C3CCCCC3)CC1)c1nnnn12	9	-0.2%
O=C(Cc1c[nH]c2ccccc12)N1CCN(c2ccccc2)CC1	2	-2.5%
CC(=O)C1=C(C)NC(=S)NC1c1cc([N+](=O)[O-])ccc1O (stereo not drawn)	12	7.5%
COc1ccc(-n2cnnc2)cc1	x	-3.9%

Carrying on.
canonical_smiles	Mtb RmlCD inh	M. tuberculosis GlmU
CC(NC(=O)Cn1nc(-c2ccccc2)c2ccccc2c1=O)c1ccccc1 (stereo not drawn)	6	2.2%
O=C(CNC(=O)c1ccc2c(c1)OCCO2)N/N=C/c1ccc(Cl)cc1	4	2.0%
CCCN1Cc2cccc(C(=O)NC(CC(=O)OCC)c3ccc(OC(C)C)cc3)c2C1=O (stereo not drawn)	6	-2.0%
CCc1ccccc1N(CC)C(=O)c1cn(C)c(=O)c2cc(OC)c(OC)cc12	14	3.0%
Cc1ccc(NC(=O)COc2ccccc2C(=O)Nc2ccccc2)cc1Cl	7	-4.0%
CC1CCCCN1S(=O)(=O)c1ccc(S(=O)(=O)NCCc2ccncc2)cc1 (stereo not drawn)	-10	-5.7%
O=C(CN(c1ccc(F)cc1)S(=O)(=O)c1ccc2c(c1)OCCO2)NCc1ccccn1	x	-0.9%
CCCc1nc(SCC(=O)N2CCc3ccccc32)c2c(C)c(C)sc2n1	-7	x
Cc1ccc(C(=O)Cn2c(-c3ccccc3)noc2=O)cc1	-3	7.8%
CCO[C@@H]1OC(C(=O)NC2CC2)=C[C@H](c2ccc(Br)cc2)[C@H]1CCCO	x	0.0%

Later entries
canonical_smiles	Mtb RmlCD inh	M. tuberculosis GlmU
CCOc1cc(S(=O)(=O)N(CC)CC)ccc1F	x	2.2%
NC(=O)c1ccccc1N/C=C/C(=O)c1cccs1	4	5.2%
Cc1nc(C)c(C(=O)C2=C(O)C(=O)N(CCN(C)C)C2c2cccs2)s1 (stereo not drawn)	x	-5.1%
Cn1c(C(=O)NCCN2CCCCCC2)cc2c(=O)n(C)c3ccccc3c21	20	-3.6%
Cc1cc(C)c2c(NC(=S)NC(=O)c3ccccc3)n[nH]c2n1	7	-5.2%
O=C1C(C=NCC2CCCO2)=C(O)c2ccccc21 (stereo not drawn)	x	6.5%
COc1ccc(C(c2nnnn2CCc2ccccc2)N2CCN(C3CCCC3)CC2)cc1OC (stereo not drawn)	x	0.4%
CC(=O)c1cc2c(cc1NC(=O)CSc1nc3ccc(C)cc3[nH]1)OCO2	10	-0.1%
O=[N+]([O-])/C(N=Nc1ccccc1)=N\Nc1ccccc1	-10	-2.8%
Cn1c(=O)n(C)c2cc(S(=O)(=O)Nc3ccccc3)ccc21	x	1.3%

Following part.
canonical_smiles	Mtb RmlCD inh	M. tuberculosis GlmU
c1ccc(C(c2nnnn2C2CCCC2)N2CCN(c3ccccc3)CC2)cc1 (stereo not drawn)	2	-3.8%
S=C(Nc1ccc2c(c1)OCO2)N1CCN(Cc2ccco2)CC1	x	3.8%
CCN(CC)C(=O)CCCC(=O)N(CC)CC	-17	-1.5%
CC12CCC(c3c1nc1ccccc1[n+]3[O-])C2(C)C (stereo not drawn)	5	1.7%
C=C(C)c1sc(-c2ccc(Cl)cc2)nc1C	x	-2.8%
COC(=O)c1sc(NC(=O)c2ccco2)c(C#N)c1C	3	2.0%
c1ccc(Nc2scc(-c3ccccc3)[n+]2Cc2ccco2)cc1	9	1.0%
CC(C)CC(=O)NC1(C(F)(F)F)C(=O)Nc2c1c(=O)n(C)c(=O)n2C (stereo not drawn)	2	3.6%
CCSc1ncnc2c1oc1ccccc12	x	0.2%
CCCS(=O)(=O)N1CCCC(c2nc(-c3cccc(OC)c3)no2)C1 (stereo not drawn)	x	1.2%

More entries
canonical_smiles	Mtb RmlCD inh	M. tuberculosis GlmU
Cc1nc2nc[nH]n2c(=O)c1CCOC(=O)c1ccccc1F	-3	3.1%
CC(/C=C1\N=C(SCc2ccccc2Cl)SC1=O)=C\c1ccccc1	-3	-1.6%
CC(C)CCNC(=O)C1CCN(C(=O)N(C)C)CC1	12	-3.3%
C/C(=N\OCc1nc2ccccc2c(=O)n1/N=C/c1cc([N+](=O)[O-])ccc1O)c1ccccc1	-14	5.3%
Cn1nnnc1SCC(=O)C(C)(C)C	30	2.7%
O=C(O)C1CC(=O)N(Cc2ccc3c(c2)OCO3)C1 (stereo not drawn)	12	-5.1%
C/C(=N\NS(=O)(=O)c1ccccc1)c1ccc2c(c1)OCCO2	x	1.7%
O=C(Cc1ccccc1)NC(NC(=O)Cc1ccccc1)c1cccc([N+](=O)[O-])c1	x	1.5%
COc1ccc(NC(=O)Nc2ccc3nc(C)c(C)nc3c2)cc1	x	6.8%
COCc1cc(C)nc(OCC(=O)N/N=C\c2cc(C)n(-c3cccc(C(F)(F)F)c3)c2C)c1C#N	x	2.9%

Single values from the entries so far:
CCN(CC)C(=O)CCCC(=O)N(CC)CC @ Mtb RmlCD inh: -17
Cc1nn(C)c(C)c1S(=O)(=O)N1CCC(C(=O)NC2CCCc3ccccc32)CC1 (stereo not drawn) @ M. tuberculosis GlmU: 7.8%
CC(C)CC(=O)NC1(C(F)(F)F)C(=O)Nc2c1c(=O)n(C)c(=O)n2C (stereo not drawn) @ Mtb RmlCD inh: 2
CCOCCCNC(=O)C(c1ccc(Cl)cc1)N(Cc1cccs1)C(=O)c1ccccn1 (stereo not drawn) @ M. tuberculosis GlmU: -2.2%
CC(/C=C1\N=C(SCc2ccccc2Cl)SC1=O)=C\c1ccccc1 @ M. tuberculosis GlmU: -1.6%

More entries
canonical_smiles	Mtb RmlCD inh	M. tuberculosis GlmU
O=C(N/N=C/c1ccc([N+](=O)[O-])o1)c1cn(-c2ccccc2)nc1-c1ccccc1	x	3.1%
Cc1nc2ccccc2c(=O)n1NC(=O)C1CCCCC1	10	-0.7%
COc1ccc(/C=N/n2cnnc2)cc1Cn1nc(C)c([N+](=O)[O-])c1C	-3	0.9%
COCc1cc(=O)[nH]c(Nc2nc(C)c3ccccc3n2)n1	-8	-3.1%
CC1CCCCN1CCCNC(=O)c1cc(Br)c(Br)[nH]1 (stereo not drawn)	-10	-1.7%
Cc1ccc2c(c1)C1CN(C)CCC1N2C(=O)/C=C/c1ccc2c(c1)OCO2 (stereo not drawn)	10	-3.3%
COc1cc2ccccc2cc1C(=O)O	7	-1.5%
CCN(CC)CC(O)CCCCCCCCC(=O)OC (stereo not drawn)	-3	2.6%
C/C=C(/C(=C/C)c1ccc(O)cc1)c1ccc(O)cc1	x	4.1%
CCSc1nnc(NC(=O)CSc2nnc(CNC(=O)c3ccccc3F)o2)s1	4	0.5%

Further records follow.
canonical_smiles	Mtb RmlCD inh	M. tuberculosis GlmU
N#CC(C(=O)OCc1ccccc1)c1nc2ccccc2nc1N1CCOCC1 (stereo not drawn)	x	-4.5%
CCC(=O)N(Cc1cc2cc(OC)ccc2[nH]c1=O)c1ccc(C)cc1C	62	0.2%
COc1ccc(C(=O)N(Cc2ccccc2)Cc2cc3cc4c(cc3[nH]c2=O)OCCO4)cc1	-6	4.2%
COc1ccc(C2CC(c3cccs3)=NN2C(=O)CSc2nnnn2C)cc1OC (stereo not drawn)	x	-3.9%
CCCCN(CCCC)S(=O)(=O)c1ccc(NC(=O)c2ccc([N+](=O)[O-])cc2Cl)cc1	94	-4.0%
CN(C)c1ccc(NC(=O)c2ccc(Cn3cc([N+](=O)[O-])cn3)cc2)cc1	6	0.2%
CC1(C)CC(=O)C(N=Nc2ccc(C(F)(F)F)cc2[N+](=O)[O-])=C(O)C1	-16	3.7%
O=C(CCS(=O)(=O)c1ccccc1)Nc1nc(-c2ccc(F)cc2)cs1	-3	2.4%
CC(C)CN1CCN(Cc2ccc(C(F)(F)F)cc2)CC1CCO (stereo not drawn)	5	1.9%
COc1cc(Nc2ccc(C)cc2)c([N+](=O)[O-])nc1[N+](=O)[O-]	x	-1.3%

Record cards, as listed above.
Entry for c1ccc(Nc2scc(-c3ccccc3)[n+]2Cc2ccco2)cc1 : Mtb RmlCD inh: 9; M. tuberculosis GlmU: 1.0%
Entry for O=C(CCS(=O)(=O)c1ccccc1)Nc1nc(-c2ccc(F)cc2)cs1 : Mtb RmlCD inh: -3; M. tuberculosis GlmU: 2.4%

The listing continues:
canonical_smiles	Mtb RmlCD inh	M. tuberculosis GlmU
COc1ccc(-c2noc(CCC(=O)NCc3ccco3)n2)cc1	6	-0.8%
CCCn1nnnc1SCC(=O)N1CCOCC1	13	-0.2%
COc1ccc(/C=C/C(=O)Nc2ccc(C(N)=O)cc2)cc1OC	-3	6.5%
O=C(COC(=O)c1ccco1)NC1CCCCC1	4	-0.3%
CCOC(=O)c1c(N)sc(C(=O)OC)c1C	8	0.6%
Cn1nc(-c2ccccc2)c(CO)c1Oc1ccc(F)cc1	4	2.1%
CC(C)c1ccc(CNCc2ccccc2)cc1	18	-2.2%
Cc1nc2c(C#N)cnn2c2c1CCN2CC1CCCO1 (stereo not drawn)	2	-2.0%
O=C(CSc1ncccn1)NCc1cccc(Cl)c1	-10	0.4%
CCOC(=O)C1CCCN(CC(=O)NC2CC2)C1 (stereo not drawn)	x	-3.1%

Following part:
canonical_smiles	Mtb RmlCD inh	M. tuberculosis GlmU
NS(=O)(=O)c1ccc(CCNC(=O)Nc2ccc(Cl)cc2)cc1	9	7.4%
C=CCOc1ccc(Oc2cc(C)nc(SC)n2)nn1	x	3.2%
COc1ccc(-c2cc(-c3cccs3)nc3sc(C#N)c(N)c23)cc1	0	2.3%
Cc1nnc(-c2cnn(-c3ccccc3)c2N)n1Cc1cccc(C(F)(F)F)c1	-5	4.2%
CCN1CCc2c(OCC(=O)N3CCC(C)CC3)cccc2C1=O	-11	3.1%
COCCNC(=S)N1CCOCC1	-6	2.2%
CCc1ccc(C2N3CC4([N+](=O)[O-])CN2CC([N+](=O)[O-])(C3)C4(C)C)cc1 (stereo not drawn)	30	-0.5%
O=C(NC(=S)Nc1ccc(S(=O)(=O)Nc2nccs2)cc1)c1cccnc1	6	1.3%
COCCCN1C(=O)c2[nH]nc(-c3cc(C)cc(C)c3O)c2C1c1ccc(O)c(OC)c1 (stereo not drawn)	x	3.4%
COCCn1c(SCC(=O)c2c(-c3ccccc3)n(C)c3ccccc23)nnc1-c1ccncc1	-1	2.9%

Next part
canonical_smiles	Mtb RmlCD inh	M. tuberculosis GlmU
CCn1nc(C(=O)Nc2ccc(S(=O)(=O)Nc3ncccn3)cc2)c2ccccc2c1=O	1	2.8%
CCOC(CNC(=O)CCc1c(C)nc2nc(C)nn2c1C)OCC	x	-5.1%
Cc1ccc(-n2c(-c3cccc(C)c3)n[nH]c2=S)cc1	x	-9.8%
CCOC(=O)N1CCN(C(=O)CSc2ccc3nnc(CCNC(=O)c4ccc(OC)cc4)n3n2)CC1	4	-6.1%
N/C(=N\OC(=O)Nc1ccc(Cl)c(Cl)c1)c1ncc(C(F)(F)F)cc1Cl	11	-3.0%
N#Cc1ccc(S(=O)(=O)N2CCCN(c3nc4ccc(Cl)cc4s3)CC2)cc1	3	4.3%
O=C(Cn1cc(C(=O)C2CC2)c2ccccc21)NCC1CCCO1 (stereo not drawn)	-9	1.9%
C=CCn1cc(/C=N/NC(=O)COc2cccc3cccnc23)c2ccccc21	5	2.2%
COc1ccc2cc(/C=N/NC(=O)CN(c3ccccc3C)S(=O)(=O)c3ccccc3)c(Cl)nc2c1	x	0.1%
O=C(CCOc1ccccc1)N1CCN(S(=O)(=O)c2cccs2)CC1	4	3.9%

Following part:
canonical_smiles	Mtb RmlCD inh	M. tuberculosis GlmU
COC(=O)c1cc2c(-c3ccccc3)cc3ccccn3c-2c1C(=O)OC	-7	-2.4%
COc1ccc(CNC(=O)c2cccc3c2C(=O)N(Cc2cccnc2)C3)cc1	-5	-0.5%
CC(/C=C/c1ccc2c(c1)OCO2)=N/NC(=O)COc1ccc(C)cc1	1	-0.8%
CC(=O)c1ccc(NC(=O)CN2C(=O)/C(=C/C=C/c3ccccc3)SC2=S)cc1	20	1.5%
Cc1cc2oc(=O)cc(CN3CCCCC3)c2cc1C(C)C	-1	2.0%
CC(=O)c1sc(NC(=O)COc2ccc(C(C)C)c(C)c2)nc1C	0	-3.5%
O=C(c1ccccc1)C1CCN(C(=O)c2cccs2)CC1	-12	-3.0%
N#Cc1ccc(CSc2nnc(-c3ccccc3)n2Cc2ccco2)cc1	-4	-4.1%
Cc1cc(NS(=O)(=O)c2ccc(NC(=S)NC(=O)c3ccc(Cl)cc3Cl)cc2)no1	-2	-1.4%
Cc1cc(C)c(S(=O)(=O)Nc2c(C)[nH]c(=O)[nH]c2=O)c(C)c1	-1	4.0%

The listing continues.
canonical_smiles	Mtb RmlCD inh	M. tuberculosis GlmU
CCOc1cc(CN2CCCCC2)ccc1OC	9	-4.2%
Cc1ccc(S(=O)(=O)N2CCC[C@H]2C(=O)OCC(=O)c2ccc3c(c2)NC(=O)CO3)cc1	x	-3.2%
COc1cc2c(cc1OC)[C@H](C)N(C(=S)Nc1ccc(F)cc1)CC2	-9	16%
CC1CCc2c(sc(NC(=O)c3ccc(Cn4cc([N+](=O)[O-])cn4)o3)c2C#N)C1 (stereo not drawn)	-3	0.7%
Cc1ccc2c(c1)nnn2C1CCN(S(=O)(=O)c2ccc3ccccc3c2)CC1	x	-1.7%

Compound activity as filed in PubChem.
